# Bioassay records deposited in PubChem by several laboratories.
# ASAP1 GAP inh = blocks human ASAP1-stimulated Arf1 GTP hydrolysis | Q9ULH1 | GDP FP detection | inhibition, % at 16.5 µM | hit rate 0.19% among 360,000; in the data active = inhibition above about 25%;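 note: 0% = vehicle with enzyme and substrate and 100% = no enzyme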
# Target sequence (Q9ULH1 325-724 limits assumed): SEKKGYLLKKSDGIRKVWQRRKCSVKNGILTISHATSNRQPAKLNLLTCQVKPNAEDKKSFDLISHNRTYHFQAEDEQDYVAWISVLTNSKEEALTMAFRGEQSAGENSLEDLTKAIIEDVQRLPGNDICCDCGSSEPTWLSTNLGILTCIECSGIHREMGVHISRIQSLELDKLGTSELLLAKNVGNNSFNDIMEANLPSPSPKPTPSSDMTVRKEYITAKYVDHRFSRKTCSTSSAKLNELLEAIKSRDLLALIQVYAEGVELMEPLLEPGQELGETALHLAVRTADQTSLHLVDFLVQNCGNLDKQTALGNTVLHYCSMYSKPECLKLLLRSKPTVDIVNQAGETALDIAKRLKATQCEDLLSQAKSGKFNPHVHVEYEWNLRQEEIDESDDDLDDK
# DDE Tn6 FP inh = DD(E)-Tn6 binding inhibition, primary FP screen; P02675; Fibrin DD(E) TRITC-Tn6 fluorescence polarization displacement; inhibition, % at 8.3 µM; hit rate 0.21% among 370,000; AID 720509;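 active = inhibition above a per-campaign cutoff: mean of compounds within control limits plus 3 SD, cut at about 15% in these data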;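 note: 0% = median of all compound wells on the plate and 100% = blocking peptide control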
# KLK7 zymogen act = activators of human kallikrein-7 zymogen. P49862. hit rate 0.9% among 370,000. activation, % at 7 µM. purified proKLK7, EDANS-DABCYL substrate fluorescence; 100% is mature enzyme control, 0% vehicle;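 active = activation above the mean of all tested compounds plus 3 SD, computed per campaign excluding outliers beyond control limits, cut at about 13% in these data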
# Target sequence (P49862 whole entry, looked up): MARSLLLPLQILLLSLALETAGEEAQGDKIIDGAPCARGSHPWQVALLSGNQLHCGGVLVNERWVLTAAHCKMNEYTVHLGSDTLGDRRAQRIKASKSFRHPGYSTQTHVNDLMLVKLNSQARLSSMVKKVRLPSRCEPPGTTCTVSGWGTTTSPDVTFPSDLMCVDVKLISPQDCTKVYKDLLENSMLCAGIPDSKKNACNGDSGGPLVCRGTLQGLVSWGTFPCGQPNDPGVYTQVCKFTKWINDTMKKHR
# ARFGAP1 inhibitor = inhibitors of rat ARFGAP1. Q62848. Arfgap1-stimulated ARF1 GTP hydrolysis, GDP FP detection. hit rate 0.26% among 360,000. inhibition, % at 16.5 µM;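 active = inhibition above a per-plate limit, mean inhibition of low control wells plus 3 SD, cut at about 25% in these data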;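 note: 0% = DMSO wells with enzyme and 100% = wells lacking Arfgap1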
# Target sequence (Q62848 1-136 limits assumed): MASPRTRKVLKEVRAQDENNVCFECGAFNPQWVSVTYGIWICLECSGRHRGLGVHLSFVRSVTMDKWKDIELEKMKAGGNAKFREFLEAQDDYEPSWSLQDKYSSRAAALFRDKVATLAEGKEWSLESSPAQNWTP
#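 Repeats: one replicate per compound; assay system: rat Arfgap1 catalytic domain, aa 1-136; times: enzyme reaction 120 min at 25 °C after 20 min preincubation; detection: FP of antibody-bound GDP Alexa 633 tracer, ex 620/em 688 nm; benchmarks: high control wells lacking Arfgap1, low control full reaction with DMSO; reagent: human ARF1(Δ1-17)-GTP substrate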
# sPLA2-III inh = Blocks human group III sPLA2 activity | hit rate 0.56% among 370,000 | QFRET BODIPY PC-A2 liposome hydrolysis, fluorescence | Q9NZ20 | inhibition, % at 12.2 µM;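 active = inhibition above mean plus 3 SD of compounds lying within the high and low control bounds, cut at about 19% in these data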;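 note: 0% = median of test compound wells and 100% = no enzyme DMSO wells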
# NPR1 activator = GC-A (human) enzyme activation; P16066; hit rate 0.14% among 370,000; activation, % at 10 µM; HEK293 GC-A cells, cGMP TR-FRET, EC30 ANP; 0% at EC30 ANP, 100% saturating ANP; in the data active = activation above about 40%
# rCAG RNA binder = binds r(CAG) RNA repeats; r(CAG) RNA repeat, TO-PRO-1 dye displacement fluorescence; inhibition, % at 3 µM; hit rate 1.3% among 370,000; AID 651821;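 active = inhibition above the plate cutoff, the mean of all test compounds on that plate plus 3 SD, cut at about 35% in these data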;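 note: 0% = DMSO alone and 100% = 100 µM mitoxantrone as full dye displacement; higher means more dye released from RNA so lower well fluorescence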
# ADAM10 inh = inhibits human ADAM10. AID 720582. inhibition, % at 7 µM. hit rate 0.62% among 370,000. recombinant ADAM10, EDANS/DABCYL FRET peptide cleavage, 3 h. O14672;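 active = inhibition above a per-campaign cutoff equal to the mean of compounds falling between control-based bounds plus 3 SD, cut at about 20% in these data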;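 note: 0% = DMSO wells while the 100% control is not disclosed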
# NPR2 activator = GC-B (human) receptor activation; P20594; HEK293-GC-B cells, CNP EC30, cGMP TR-FRET; 0% at EC30 CNP, 100% saturating CNP; activation, % at 10 µM; hit rate 0.11% among 370,000;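 active = activation at 10 µM reaching about 35% in either raw or pattern-adjusted values, limit read from the data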
# GAA850 FXN act = activators of GAA850 frataxin (FXN) promoter. HEK293 lucGAA850 FXN promoter luciferase reporter, 24 h; percent of 10 µM SAHA response. activation, % at 6 µM. hit rate 0.56% among 360,000;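 active = activation above the average of all compounds screened plus 3 SD, cutoff fixed separately per campaign, cut at about 7.5% in these data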;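 note: 0% = DMSO wells and 100% = 10 µM SAHA wells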
# * = called active by the depositor; x = no result given.
SMILES,ASAP1 GAP inh,DDE Tn6 FP inh,KLK7 zymogen act,ARFGAP1 inhibitor,sPLA2-III inh,NPR1 activator,rCAG RNA binder,ADAM10 inh,NPR2 activator,GAA850 FXN act
COc1cccc2c1[C@H](/C=C/c1ccccc1)[C@@H]([C@H](O)COC(C)=O)OC2,x,-2,0.0,x,-7,-1,4,4,-2,x
COc1ccccc1C(=O)OCC(=O)c1ccc(CNC(C)=O)s1,-3,-8,-0.1,-7,-4,4,1,-3,-2,0.6
Cc1cc(C(=O)COC(=O)c2ccco2)c(C)n1Cc1ccco1,-4,6,0.6,-2,-3,2,-4,-1,6,-8.3
O=C(COC(=O)c1cc(S(=O)(=O)N2CCOCC2)c(Cl)cc1Cl)c1ccc[nH]1,5,-1,0.4,17,-9,6,1,2,7,0.7
Cc1ccc2c(c1)=N/C(=N\c1[nH]c(O)c3ccccc13)N=2,5,5,-1.6,7,9,1,22,-1,-2,0.9
COc1ccc(S(=O)(=O)N(C)c2ccc(C(=O)N3CCC(C(N)=O)CC3)cc2)cc1OC,-1,-4,0.6,-4,-2,-2,-5,-5,2,-0.1
CCCNC(=O)c1cc2c(c(-c3cccc(-c4ccccc4F)c3)n1)[C@@H](CCO)N(C(=O)CC1CC1)C2,-13,-7,0.3,-7,-13,7,7,7,9,x
CCOc1ccccc1NC(=O)CSc1nnc(-c2cccnc2)o1,15,0,-0.2,-4,3,-2,-2,-10,0,2.0
Cc1ccc(Cc2nc3ccccc3[nH]2)cc1,-5,-5,-0.7,9,-7,-6,0,1,-2,1.6
O=[N+]([O-])c1ccccc1OCC(O)CNC1CCCC1 (stereo not drawn),6,4,0.0,-3,13,-3,0,9,0,2.5
CSc1nnc(NC(=O)c2nc(S(=O)(=O)Cc3ccccc3)ncc2Cl)s1,-13,9,0.8,-2,-2,6,19,0,7,-2.9
COCC(C)n1c(SCC(=O)NC2CCCCC2)nc2ccccc2c1=O (stereo not drawn),-3,3,0.5,-4,-7,3,1,-6,4,0.6
COc1ccccc1N1CCN(C(=O)CCNS(=O)(=O)c2cc(Br)cnc2N)CC1,-6,7,-0.1,7,-7,-2,-1,-7,0,-1.7
CCN1C(=O)[C@H]2[C@@H](c3ccc(C)cc3)N3C(=O)N(c4cccc(Cl)c4)C(=O)[C@@]3(Cc3ccccc3)[C@H]2C1=O,3,-3,0.7,8,-25,-6,-3,0,-9,-2.4
Cn1cc(/C=N/NC(=O)COc2ccccc2[N+](=O)[O-])c2ccccc21,4,2,0.5,7,-10,-5,12,8,2,-0.2
CCN(CC)c1ccc(/C=N/NC(=S)NCc2ccccc2)c(O)c1,16,-8,-4.2,0,36*,-4,12,-42,-4,0.2
CCCCN(CCCNC(=O)C1CCCN(S(=O)(=O)CCC)C1)Cc1ccccc1 (stereo not drawn),2,3,0.0,-7,-1,-3,-8,4,-1,-0.2
Cc1csc2c(=O)sc(NC(=O)c3cccs3)nc12,-5,4,0.4,1,-2,-1,0,2,-6,-1.7
CCOc1cccc(/C=N/NS(=O)(=O)c2ccc(C)c([N+](=O)[O-])c2)c1O,7,-2,-0.2,-9,-5,5,13,2,3,1.0
O=C(OCC(=O)N1CCCCC1)c1n[nH]c(=O)c2ccccc12,-5,6,0.2,5,1,-2,1,-2,-1,0.4
CCCc1nc(SCc2ccc(OCC)cc2)n[nH]1,2,0,-0.6,4,-8,4,-3,0,3,0.3
Cc1cc(/C([O-])=C(/C(=S)Nc2ccc(F)cc2)[n+]2ccccc2)c(C)n1-c1ccc(F)cc1,-1,-9,-0.4,4,2,6,18,-6,-3,2.6
N/C(CN1CCCCC1)=N\S(=O)(=O)c1cc(Cl)cc(Cl)c1,-4,-1,-0.1,8,-1,0,-3,13,6,0.1
COc1cc(/C=C/C(=O)O)ccc1S(=O)(=O)N1CCCc2ccccc21,8,2,0.0,-7,-1,1,8,-9,2,1.9
C=CCNc1nc(Nc2ccc(Cl)cc2)nc(OC)n1,4,-9,0.0,13,3,7,-4,-9,-1,5.1
CCOCCCNC(=O)C1(O)c2cc(Br)ccc2NC(=O)N1c1ccc(OCC)cc1 (stereo not drawn),-3,-4,0.2,-1,-3,1,-4,-1,0,0.9
Cc1ccccc1NC(=O)c1ccccc1O,11,6,-0.5,-12,-3,5,-1,-44,7,4.4
O=C(O)c1ccc2nc(-c3ccccc3)sc2c1,11,8,-0.1,-4,0,5,1,-6,-2,0.4
CCOC(=O)N1CCN(S(=O)(=O)c2cc(C)c(C)cc2C)CC1,8,-2,-0.4,-1,-5,-3,-9,4,-2,-0.2
COc1ccc(C2=NCC(CSc3nnnn3C)S2)cc1 (stereo not drawn),4,4,-2.1,-6,-8,3,6,-14,9,-1.4
CCNC(=O)COC(=O)c1ccc(-n2nc(C)cc2C)cc1,-1,7,0.3,-3,-3,-1,-6,5,4,-1.6
CCN(CC)CCNc1cccc2sc3ccccc3c(=O)c12,-3,0,-0.4,7,16,8,4,-16,-9,2.6
COc1ccc(CNC(=O)c2cccc3c2C(=O)N(CC2CCCO2)C3)cc1 (stereo not drawn),6,-2,0.8,-7,-1,4,4,4,0,0.9
COCCNC(=O)Cn1nc(-c2ccccc2C)ccc1=O,8,-4,-0.4,-2,7,8,5,8,2,-1.0
CCCNC(=O)C1(C)CCN1C(=O)Cc1ccc(-c2ccccc2)cc1 (stereo not drawn),-8,-4,0.2,5,-3,4,0,4,-5,2.3
COc1ccc2c(c1)sc1nc(-c3ccccc3)cn12,3,-9,-0.2,15,-6,-5,13,0,-8,-8.9
S=C(NCC1CCCO1)NC1CCCCC1 (stereo not drawn),-1,-8,-0.8,-5,10,-1,-4,0,2,0.0
Cc1ccccc1NC(=O)N(C)[C@H]1C[C@H]2c3[nH]c4c(-c5ccccc5)cccc4c3CCN2C[C@H]1[C@H](C)O,x,-3,1.0,x,-3,-2,12,-43,-5,x
CCOC(=O)C1=C(COC(=O)CCc2ccc(CC)cc2)NC(=O)NC1C (stereo not drawn),-6,0,-0.4,-9,-2,-3,-4,8,-9,0.1
Brc1cccc(CN2CCN(c3ncccn3)CC2)c1,-18,1,-0.9,1,2,2,-6,1,2,1.8
O=S(=O)(c1ccc(Oc2ccc3oc4ccccc4c3c2)nc1)N1CCCC1,3,-4,-0.4,3,0,7,5,4,-5,-3.2
CCCc1cc(=O)oc2cc(OC(C)C(=O)NCCCn3ccnc3)ccc12 (stereo not drawn),2,-5,0.5,16,-8,0,-4,-56,-1,-0.8
Nc1cc(N)nc(SCCOc2ccccc2F)n1,1,1,-0.1,-5,-16,10,3,-10,3,3.9
Cc1cccc(OCCSc2ncnc3nc[nH]c23)c1,-4,10,0.0,-4,-30,9,2,3,3,1.7
O=C(CSc1nccc(=O)[nH]1)N1CCN(c2ccccc2)CC1,4,-1,-0.1,0,5,1,-2,5,0,1.2
Cn1c(=O)[nH]c(=O)c2c1nc(Sc1nc3ccccc3s1)n2Cc1ccccc1,-8,-8,0.3,-12,-2,-1,3,1,2,3.6
CCCN1CCN(CCCNC(=O)c2ccc3nc(N4CCC(C)CC4)sc3c2)CC1,11,2,0.3,7,-12,2,0,-15,0,5.2
C/C(=N\NC(=O)Cn1nc(C)c([N+](=O)[O-])c1C)c1ccc(Cl)s1,-3,5,0.2,-8,7,0,-4,-7,-4,0.8
O=S(=O)(c1ccc(=S)[nH]c1)N1CCCC1,-4,-2,0.3,1,-1,6,1,-4,6,1.8
O=C(/C=N/O)NCC1CCNCC1,8,-2,0.2,7,1,4,1,16,5,-1.0
CCCNC(=O)NC1CCCCCCC1,-5,3,-0.4,-2,2,1,-1,0,3,0.3
O=C(O)c1c2c(nc3ccc(S(=O)(=O)N4CCC(C(=O)NC5CCCC5)CC4)cc13)CCCCC2,3,6,-1.0,6,5,3,5,-17,0,-1.6
CCOC(=O)N1CCC(NC(=O)c2csc3c2CCCC3)CC1,-15,1,-0.8,9,0,-1,1,-4,-4,0.2
CNCCCNC(=O)c1ccc(/C=N/O)nc1,7,3,-0.1,-1,5,-1,1,1,-3,-0.5
Cc1cc(/C=C(\C#N)C(=O)Nc2ccccc2)c(C)n1-c1ccc2c(c1)OCO2,7,4,0.9,5,8,4,4,-10,6,-1.7
CC(C)c1[nH]nc2c1C(c1cccc(C(F)(F)F)c1)NC2=O (stereo not drawn),2,2,-0.6,-15,1,3,0,-8,2,x
CN(C(=O)c1ccc(NC(=O)Cc2ccc(NC(=O)C3CCCN(C(=O)C4CC4)C3)cc2)cc1)C1CCCC1 (stereo not drawn),9,2,0.8,8,-8,1,3,-7,-5,0.2
O=C(/C=C/c1cccc([N+](=O)[O-])c1)Nc1cc(C(=O)O)cc(C(=O)O)c1,-7,5,0.1,13,6,-1,8,-8,3,0.9
COc1ccc(Cn2c(=O)oc3ccc(C)cc32)cc1,-4,1,0.2,-1,-3,7,14,-5,9,-1.1
COc1ccc(-c2noc(CCC(=O)NC3CCCCCC3)n2)cc1,-9,-4,0.1,0,-3,3,-4,7,3,1.1

# (next part)
SMILES,ASAP1 GAP inh,DDE Tn6 FP inh,KLK7 zymogen act,ARFGAP1 inhibitor,sPLA2-III inh,NPR1 activator,rCAG RNA binder,ADAM10 inh,NPR2 activator,GAA850 FXN act
CC(C(=O)OCC(=O)c1ccc(F)cc1)N1C(=O)C2C3C=CC(C3)C2C1=O (stereo not drawn),18,1,0.3,-4,-4,11,-1,-1,3,3.0
C[C@@H]1CN([C@H](C)CO)C(=O)CCCn2nncc2CO[C@@H]1CN(C)S(=O)(=O)c1ccccc1F,0,7,-0.2,-14,7,1,0,-11,9,-1.8
CC(C)(C)NC(=O)N1CCN(c2nc(-c3ccccc3)ns2)CC1,13,-4,0.3,3,-6,3,-4,-2,5,3.3
Cc1cccn2cc(-c3ccc4c(c3)NC(=O)CO4)nc12,1,-7,0.4,-1,-4,0,1,-18,-6,2.6
COc1ccc2[nH]c3c(c2c1)CCN1C(=O)C(CC(=O)NCCN2CCOCC2)C[C@H](C(=O)N(C(C)C)C(C)C)[C@@]31C (stereo partly drawn),-6,5,0.6,-18,-2,0,-1,-2,1,0.5
Cc1ccc(C(=O)NCC(=O)OCC(=O)Nc2cccc(S(=O)(=O)N3CCCC3)c2)cc1C,-1,0,0.0,1,-16,2,8,-2,-2,1.3

# 4 of these compounds in a different format.
# Each structure is followed by: ASAP1 GAP inh	DDE Tn6 FP inh	KLK7 zymogen act	ARFGAP1 inhibitor	sPLA2-III inh	NPR1 activator	rCAG RNA binder	ADAM10 inh	NPR2 activator	GAA850 FXN act
Cc1cc(C(=O)COC(=O)c2ccco2)c(C)n1Cc1ccco1
 : -4	6	0.6	-2	-3	2	-4	-1	6	-8.3
O=C(COC(=O)c1cc(S(=O)(=O)N2CCOCC2)c(Cl)cc1Cl)c1ccc[nH]1
 : 5	-1	0.4	17	-9	6	1	2	7	0.7
Cc1ccc2c(c1)=N/C(=N\c1[nH]c(O)c3ccccc13)N=2
 : 5	5	-1.6	7	9	1	22	-1	-2	0.9
COc1ccc(S(=O)(=O)N(C)c2ccc(C(=O)N3CCC(C(N)=O)CC3)cc2)cc1OC
 : -1	-4	0.6	-4	-2	-2	-5	-5	2	-0.1
